# From PubChem
# VIM-2 inhibitor: inhibitors of Pseudomonas aeruginosa VIM-2 metallo-beta-lactamase | AID 1527 | purified VIM-2, nitrocefin hydrolysis, epi-absorbance fluorescence | 290,000 tested, 0.89% active | inhibition, % at 5.6 µM;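 active = inhibition above the mean of all tested compounds plus 3 SD, cutoff set per screening run, cut at about 7.5% in these data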;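 note: red hydrolysis product quenches plate fluorescence so inhibitors raise well fluorescence; 0% = enzyme with DMSO and 100% = DMSO without enzyme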
# HCV NS3 hel inh: inhibitors of Hepatitis C virus NS3 helicase | NS3 helicase DNA unwinding, Cy5 molecular beacon fluorescence | inhibition, % at 10.9 µM | 290,000 tested, 0.56% active;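 active = inhibition above the mean of all tested compounds plus 3 SD, set per campaign, cut at about 35% in these data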;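 note: 0% = DMSO wells and 100% = thioflavine S control wells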
#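 Compound dosing – single dose, 10.9 µM nominal final, DMSO 0.8% final · System – NS3 helicase fragment of HCV · Buffer or medium – MOPS pH 6.5, MgCl2, DTT, Tween20, BSA · Signal – Cy5 beacon fluorescence read at start and 1 h · Also added – annealed dual-labelled DNA beacon duplex, ATP-started · Schedule – 1 h at 25 °C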
# FID counter: counter-screen for HCV NS3 helicase inhibitors: DNA intercalator displacement; DNA fluorescent intercalator displacement, fluorescence; inhibition, % at 7.9 µM; 290,000 tested, 0.17% active; AID 1845; in the data active = inhibition above about 37%;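 note: 0% = vehicle and 100% = reference compound; higher means more ethidium bromide displaced from hairpin DNA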
# pCIP destab: p/CIP protein destabilization | F442A p/CIP-EGFP cells, EGFP fluorescence, 16 h | 290,000 tested, 0.01% active | decrease of EGFP signal, % at 10 µM | Q05BA5;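 active = EGFP signal decrease of at least 30% at 10 µM or well 3 SD below plate mean, unless failing retest; inactive = the rest, including hits failing retest or dose response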; note: some compounds called inactive have numbers as strong as hits; many of its hits are not listed in these tables
# IDE cell activ: boosts human insulin-degrading enzyme activity in HEK cells; P14735; FAbeta-B cleavage, fluorescence polarization; 0% vehicle, 100% cell-free pure enzyme wells; activation, % at 5.96 µM; 340,000 tested, 0.073% active;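 active = activation above the mean of all tested compounds plus 3 SD, set per screening campaign, cut at about 17% in these data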
# Target sequence (P14735 whole entry, looked up): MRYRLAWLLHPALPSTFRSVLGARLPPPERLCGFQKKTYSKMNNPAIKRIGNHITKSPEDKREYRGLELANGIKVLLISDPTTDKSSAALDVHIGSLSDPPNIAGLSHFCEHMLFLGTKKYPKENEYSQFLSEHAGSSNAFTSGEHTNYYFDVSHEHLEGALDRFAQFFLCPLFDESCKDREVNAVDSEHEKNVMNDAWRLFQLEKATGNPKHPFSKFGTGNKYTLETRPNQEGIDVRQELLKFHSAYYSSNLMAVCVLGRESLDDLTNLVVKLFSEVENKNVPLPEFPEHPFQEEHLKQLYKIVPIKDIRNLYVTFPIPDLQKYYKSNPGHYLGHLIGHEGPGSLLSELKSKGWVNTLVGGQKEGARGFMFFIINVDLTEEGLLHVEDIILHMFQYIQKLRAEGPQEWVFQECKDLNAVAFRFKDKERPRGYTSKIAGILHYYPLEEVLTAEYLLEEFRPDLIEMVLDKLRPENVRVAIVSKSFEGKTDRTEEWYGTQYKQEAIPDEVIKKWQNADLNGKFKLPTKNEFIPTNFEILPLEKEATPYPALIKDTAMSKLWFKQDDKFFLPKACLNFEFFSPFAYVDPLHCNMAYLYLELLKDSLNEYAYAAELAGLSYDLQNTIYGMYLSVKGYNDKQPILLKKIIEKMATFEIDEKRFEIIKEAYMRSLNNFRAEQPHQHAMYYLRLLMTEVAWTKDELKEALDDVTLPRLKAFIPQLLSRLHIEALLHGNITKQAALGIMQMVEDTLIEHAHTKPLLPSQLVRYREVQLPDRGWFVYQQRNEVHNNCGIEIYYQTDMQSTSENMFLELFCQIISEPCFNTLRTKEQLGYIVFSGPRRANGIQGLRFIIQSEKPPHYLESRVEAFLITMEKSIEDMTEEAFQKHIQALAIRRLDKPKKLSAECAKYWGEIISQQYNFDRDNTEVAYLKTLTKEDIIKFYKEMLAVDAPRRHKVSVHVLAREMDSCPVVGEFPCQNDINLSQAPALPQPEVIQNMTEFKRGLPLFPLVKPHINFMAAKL
# SUMO HTRF inh: SUMOylation inhibition | HTRF SUMOylation assay, SAE1/SAE2 + UBC9, in vitro | inhibition, % at 35 µM | 290,000 tested, 0.36% active | AID 2006; in the data active = inhibition above about 50%, passing the limit was not always enough; note: strong numbers were not always called active
# IDE inh: inhibitors of human insulin-degrading enzyme in cells | P14735 | HEK cells, FAbetaB cleavage, fluorescence polarization | inhibition, % at 5.59 µM | 320,000 tested, 0.41% active | AID 434962;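 active = percent inhibition above the average of all tested compounds plus 3 SD, set per screening campaign, cut at about 16% in these data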;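 note: IDE supplied by intact live HEK cells; FP after avidin binding of uncleaved biotin substrate so inhibition keeps polarization high; 0% = DMSO wells and 100% = 60 µM reference IDE inhibitor Ii1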
# IMP-1 inh: inhibitors of Pseudomonas aeruginosa IMP-1 metallo-beta-lactamase; inhibition, % at 5.6 µM; purified IMP-1, nitrocefin hydrolysis, epi-absorbance fluorescence; 290,000 tested, 0.45% active;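 active = inhibition above the mean plus 3 SD of all compounds in the same screening run, cut at about 4.5% in these data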;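 note: 0% = IMP-1 with DMSO and 100% = DMSO wells lacking enzyme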
#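 System: purified IMP-1; amount: IMP-1 0.2 nM before substrate addition; compound: single dose, 5.6 µM; times: 25 °C, 15 min preincubation, 25 min reaction; signal: Epi-absorbance via hydrolysed-nitrocefin quenching of white-plate fluorescence, 480/530 nm, EDTA stop; benchmarks: DMSO with and without IMP-1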
# M18AAP inhibitor: blocks P. falciparum M18 aspartyl aminopeptidase; recombinant PfM18AAP, H-Glu-NHMec fluorogenic cleavage; inhibition, % at 7.35 µM; 290,000 tested, 1.2% active;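 active = inhibition above the campaign mean inhibition over all tested compounds plus 3 SD, cut at about 28% in these data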;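 note: 0% = plate median of test compound wells and 100% = 2 mM ZnCl2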
# * marks the source's active call; other numbers are inactive results; · = no result given.
SMILES,VIM-2 inhibitor,HCV NS3 hel inh,FID counter,pCIP destab,IDE cell activ,SUMO HTRF inh,IDE inh,IMP-1 inh,M18AAP inhibitor
CC(C)c1ccc(NC2CCCN(C(=O)CSc3nncn3C)C2)cc1 (configuration not stated),-0.7,-3,-10,0,5,3,-2,-1.2,-4
O=C1CC(N2CCN(c3cccc(C(F)(F)F)c3)CC2)C(=O)N1c1ccccc1 (configuration not stated),-1.3,0,-13,-8,-4,-3,1,-2.0,4
Cc1cc(C)n2nc(CNS(=O)(=O)c3ccc(F)cc3)nc2n1,0.4,-3,-5,6,3,29,4,-2.5,-12
O=C(O)CCCN1C(=O)/C(=C\C(Cl)=C\c2ccccc2)SC1=S,-1.6,19,-14,-25,3,28,·,2.9,9
COCc1ccc(C(=O)N2CCCC(C(=O)c3cccc(C(F)(F)F)c3)C2)o1 (configuration not stated),-0.9,-1,-25,7,9,-14,4,-3.1,4
COc1cc(C(C(=O)NC2CCCCC2)N(C(=O)Cc2c[nH]c3ccccc23)c2ccc(C)cc2)cc(OC)c1OC (configuration not stated),0.9,1,-44,-9,4,-13,-3,-0.2,4
COc1ccc(NC(=O)CSc2n[nH]c(=O)n2Cc2ccccc2)cc1Cl,-1.7,-7,-7,-11,3,-4,-3,-1.9,3
CCc1ccc(NC(=O)c2cnn3c(C(F)F)cc(C)nc23)cc1,-1.7,-5,-2,2,5,16,-3,-1.9,-1
O=C(Nc1ccncc1)c1cc(-c2ccccn2)nc2ccccc12,-1.7,-8,4,1,0,3,3,0.0,15
COc1cnc(-c2ccccn2)nc1Oc1c(C)cccc1C,3.4,4,-14,1,0,12,-1,-3.2,4
Cc1ccc(Nc2nc(-c3cccnc3)cs2)cc1C,-5.0,-16,-21,-5,-1,12,7,-5.9,10
COc1ccc2[nH]c(=S)[nH]c2c1,-6.5,5,-1,-7,1,21,5,-4.3,2
COc1cc(C)ccc1NC(=O)c1ccc(S(=O)(=O)N2CCOCC2)cc1,-3.5,-6,-16,-3,5,10,-2,-4.2,-1
CCOc1cccc(-c2cc(=O)[nH][nH]2)c1,-1.7,3,-8,-3,-3,18,-1,-2.9,10
CC(C)c1nnc(NC(=O)c2sc3ccccc3c2Cl)s1,-1.4,-7,-22,-12,0,8,4,-3.9,4
CCCC1CCC(=NNC(=S)NCCc2ccccc2)CC1 (configuration not stated),-0.5,-5,18,16,2,2,2,-2.1,5
C=CCNC(=O)c1cc(=O)c2ccccc2o1,-1.6,7,-6,5,1,12,-1,-4.6,-4
Cc1cc(=O)[nH]c(S)c1C#N,1.7,10,-4,-17,·,15,1,-1.6,32*
COc1ccc(-n2nc(C(=O)N(C)C3CCCCC3)c3ccccc3c2=O)c(OC)c1,-4.7,-2,-38,-3,1,12,3,-1.7,-9
COc1ccc(/C=C2/SC(=O)N(CCC(=O)Nc3ccccc3)C2=O)cc1OC,0.8,-6,-1,-1,1,8,8,-0.2,14
COc1ccc(S(N)(=O)=O)cc1C(=O)NCCCN1CCN(c2cccc(Cl)c2)CC1,0.3,-8,5,-10,-4,2,8,-1.4,0
Cc1ccc2nc(NCc3ccccc3)c(C=NCc3ccccc3)c(=O)n2c1,0.1,-6,0,-11,6,-6,4,-1.4,-7
COc1ccc(OC)c(NC(=O)COC(=O)C2CCN(C(=O)c3ccc(Cl)cc3)CC2)c1,-1.6,3,-29,-7,-2,-12,7,-1.2,-5
CCOc1ccccc1NC(=O)CSc1nnc(C2CC2)n1CC,-1.4,-7,-16,-7,-1,-4,4,-3.6,6
CCOC(=O)C1CCN(C(=O)c2ccc(OC)cc2OC)CC1,-1.8,10,-15,-10,-5,0,2,0.3,3
COC(=O)c1[nH]c(C)c(/C(O)=C2\C(=O)C(=O)N(CCN3CCOCC3)C2c2cccs2)c1C (configuration not stated),·,·,·,14,3,12,3,·,·
COc1ccc(C(=O)/C=C/Nc2ccc(NC(C)=O)cc2)cc1OC,-1.1,-3,-17,-9,-1,24,3,-2.3,7
CCOC(=O)n1cc(C(=O)c2ccccc2O)cn1,-1.3,5,-5,-20,0,21,0,-0.2,26
COc1ccccc1CNC(=O)c1cccc2c1C(=O)N(Cc1cccnc1)C2,-1.8,-17,-18,-7,-4,-5,1,-1.6,1
O=C(NC1CCCC1)C(c1ccc(Cl)cc1)N(C(=O)c1csnn1)C1CC1 (configuration not stated),-0.4,7,-28,-6,-6,12,3,-3.0,-2
Cc1ccccc1C(=O)N1CCN(c2ccc(NC(=O)c3cccnc3)cc2)CC1,-0.6,-3,-25,7,2,-5,4,-1.4,-2
CNC(=S)NNC(=O)c1cccn(Cc2cccc(Cl)c2)c1=O,-6.0,2,-7,4,2,-2,-2,-1.8,12
CC(=O)Nc1nc2cc3c(cc2s1)OCCO3,-0.5,27,-10,1,9,-6,1,0.8,5
C=CCn1c(C(C)NC(=O)c2ccccc2)n[nH]c1=S (configuration not stated),-1.6,0,0,1,2,24,1,-3.0,9
COCc1c(C(=O)NC2CCCCCC2)oc2ccccc12,-1.0,-7,-22,4,0,-9,2,-1.2,-2
COc1ccc(Nc2ccc(OC)cc2)cc1,1.7,8,-16,6,·,56*,-2,-2.8,20
COc1ccc(NC(=O)c2cc(-c3ccco3)on2)cc1,0.9,1,-3,3,2,28,7,-0.3,-6
Cc1ccc([N+](=O)[O-])cc1N(CC(=O)NC1CCCC1)S(C)(=O)=O,2.1,-8,-8,-2,0,17,5,0.3,-4
CCc1ccc(NC(=O)COC(=O)/C(=C/c2ccccc2OC)c2ccccc2)cc1,-0.7,10,-13,-6,4,-22,1,-3.4,0
CSc1nc2sc3c(c2c(=O)n1C)CCC(C)C3 (configuration not stated),1.0,3,-2,0,-4,22,2,-0.4,-5
CC1(C)OC(C(=O)NC2CCCCC2)C(C(=O)NC2CCCCC2)O1 (configuration not stated),-2.9,-2,-27,3,3,-3,-3,-2.9,2
Cc1ccc(CNC(=O)c2ccccc2NC(=O)CN2CC(C)OC(C)C2)cc1 (configuration not stated),1.7,10,-35,-9,1,2,2,-0.8,0
CC(=O)C(C)Oc1ccc2c3c(c(=O)oc2c1C)CCCC3 (configuration not stated),10*,5,-16,-12,0,25,3,-4.5,0
Cc1ccsc1C(=O)NC(C)c1ccccc1 (configuration not stated),-0.6,7,-5,-12,4,4,1,-2.5,-7
CCCC(C(=O)Nc1ccncc1)c1ccccc1 (configuration not stated),0.1,-8,0,-9,-1,-4,4,-1.2,1
CCC(C)[C@H](NC(=O)[C@@H]1CSC2c3ccccc3C(=O)N21)C(=O)NCc1ccco1 (some centres not stated),0.6,12,-43,2,4,4,6,-1.0,-7
Cc1cc(C)c(OCC(=O)N/N=C/c2ccc3c(c2)OCO3)c(C)c1,-5.1,6,-12,6,-1,-1,-1,-5.3,-5
CCn1nc(C)c(CNC(=O)C2CCC(=O)N(Cc3ccc(Cl)cc3)C2)c1C (configuration not stated),-2.3,9,-21,15,0,0,8,-1.2,3
CCOCCCn1c(=N)c(S(=O)(=O)c2ccc(C)cc2)cc2c(=O)n3cc(C)ccc3nc21,3.6,1,1,-7,5,12,4,-2.4,4
O=C1CSC(=S)N1/N=C/c1cccnc1,1.6,3,-5,7,0,-8,5,-1.7,35*
CC(C)CNC(=O)c1ccccc1NC(=O)CSCc1ccccc1,0.2,2,3,-15,1,1,4,-0.2,-1
O=C(Nc1ccc2oc(-c3cccnc3)nc2c1)c1ccc(Br)o1,-0.8,2,-4,-9,-1,-2,0,-1.9,1
CC1CCN(c2cc(N3CCN(C(=O)c4ccc(F)c(F)c4)CC3)c([N+](=O)[O-])cc2F)CC1,0.1,-1,-4,-5,8,-11,0,-1.6,-10
CCCCn1c(N)c(Sc2ccc(C)cc2)c(=O)[nH]c1=O,-0.8,1,0,3,-1,-10,3,-1.2,0
COC(=O)C(Cc1ccccc1)NC(=O)CNC(=O)c1sc2ccccc2c1Cl (configuration not stated),-0.3,-10,-32,2,0,-6,-1,-1.9,-1
CC(C)NC(=O)CSCc1ccccc1Cl,-1.4,-2,2,15,2,-12,-2,-3.0,2
Cc1nc(-c2ccccc2)c(Cc2ccccc2O)c(=O)[nH]1,-1.2,2,-7,7,4,5,3,-2.5,4
CSc1ccc(CN2CCN(C(=O)c3ccc([N+](=O)[O-])cc3)CC2)cc1,-0.9,-13,-10,0,-1,8,1,-0.6,-6
CN(C)c1ccc(C(O)P(=O)(OC2CCCCC2)OC2CCCCC2)cc1 (configuration not stated),-1.4,3,-44,9,-1,0,10,0.1,14
CCOc1ccc(C2CC(c3cccc(OC)c3)n3nc(N)nc3N2)cc1 (configuration not stated),-1.8,3,-20,-12,4,1,-2,-4.9,5
# Additional records follow.
SMILES,VIM-2 inhibitor,HCV NS3 hel inh,FID counter,pCIP destab,IDE cell activ,SUMO HTRF inh,IDE inh,IMP-1 inh,M18AAP inhibitor
CCOC(=O)Cn1nc(CC)c2ccccc2c1=O,0.4,1,-8,-19,0,16,-2,-1.2,-5
COc1ccc(OCC(=O)NNc2c3ccccc3nc3ccccc23)cc1,0.6,-14,-8,-9,5,2,7,-0.7,0
N#CC1=C(O)CCCn2c1nc1ccccc1c2=O,1.5,0,1,-7,-1,28,1,-0.7,-1
Clc1ccccc1OCCCCN1CCCC1,-3.1,-3,12,0,-4,-27,-3,-2.5,0
Cc1ccc2nc(-c3cc(-c4ccccc4)no3)cn2c1,0.6,4,-18,-6,1,8,-4,-3.0,-5
CCOC(=O)CSc1nc(N)c2c3c(sc2n1)CCCC3,-0.9,-8,-15,7,1,8,-1,-0.6,-8
COc1ccc(SCC(=O)Nc2ccccc2Cl)cc1,-4.2,2,-11,-12,4,-4,-6,-2.4,7
Cn1ccnc1SCC(=O)Nc1ccc2c(c1)OCCO2,1.1,1,-3,6,-2,3,-1,-2.1,2
CCOc1ccc(NCc2nnc(SCC(=O)Nc3nc(-c4ccccc4)cs3)n2-c2ccccc2)cc1,-3.1,5,-3,8,9,5,0,-2.6,-12
CCN(CC)S(=O)(=O)c1ccc(N2CCCC2)c(C(=O)OCC(=O)Nc2cc(C)on2)c1,-0.7,-3,-34,-8,4,16,-2,-1.7,-3

# Reprinted at random: 4 compounds from above
SMILES,VIM-2 inhibitor,HCV NS3 hel inh,FID counter,pCIP destab,IDE cell activ,SUMO HTRF inh,IDE inh,IMP-1 inh,M18AAP inhibitor
Cc1ccc2nc(-c3cc(-c4ccccc4)no3)cn2c1,0.6,4,-18,-6,1,8,-4,-3.0,-5
Cn1ccnc1SCC(=O)Nc1ccc2c(c1)OCCO2,1.1,1,-3,6,-2,3,-1,-2.1,2
Clc1ccccc1OCCCCN1CCCC1,-3.1,-3,12,0,-4,-27,-3,-2.5,0
CCOc1ccc(NCc2nnc(SCC(=O)Nc3nc(-c4ccccc4)cs3)n2-c2ccccc2)cc1,-3.1,5,-3,8,9,5,0,-2.6,-12
